HEK293 cAMP ctrl: parental HEK293 cAMP activation (counter-screen). parental HEK293 CNG cAMP sensor, membrane potential fluorescence. Potency, µM (top dose mostly 57.1 µM), inactives show at the top dose activation, most hits filed as activators. 2.5% of 73,000 active; further: potency means the concentration at half of the fitted maximal effect; % of control where 0% means no effect; nearly all actives have a fitted effect of over 55% in size
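Parental HEK 293 cells stably expressing a modified CNG channel (no TSHR) report cAMP rise as membrane depolarization. Membrane potential dye with 100 uM RO 20-1724 was loaded for 60 min at room temperature, then compound added for 30 min; fluorescence read at 590 nm.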
Texas Red fluor: compounds fluorescent in Texas Red spectral region; Compound fluorescence, Texas Red channel, 547/618 nm; stronger effect = higher value; max dye-equivalent concentration, M; 0.06% of 59,000 active; AID 587; in the data active means max dye-equivalent concentration above about 10 nM; inconclusive means between about 1.1 nM and that limit
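Fluorescence at ex 547/em 618 nm, normalized against an on-plate Texas Red standard series to give dye-equivalent concentration per compound concentration. Buffer 100 mM Tris, pH 8.0; 15 min RT incubation before CCD imaging.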
ERK AVP inh: blocks ERK signaling stimulated by vasopressin; HEK293-V1b, vasopressin-stimulated pERK AlphaScreen; Potency, µM (top dose mostly 57.5 µM), for the others: at the top dose activity, negative = inhibition, most hits filed as inhibitors; 0.99% of 72,000 active; AID 995; further: potency means the concentration at half of the fitted maximal effect; on the % scale 0 is the no-effect control and ±100 the full control effect; nearly all actives have a fitted effect of over 55% in size
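Overnight-seeded V1b-HEK293 cells in 1% FBS got compound, then vasopressin (25 nM final, 5 min, 37C), then lysis buffer. AlphaScreen detection of phospho-ERK; activity normalized to basal and full-stimulation controls.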
Tau filament bind: tau filament binding | recombinant tau filaments, thioflavin S fluorescence, 15 h; filaments grown with octadecylsulfate alongside compound | 2% of 71,000 active | Potency, µM (highest dose often 57.1 µM), inactives show at the top dose activity change, negative = inhibition | AID 596 | P10636;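 further: potency means the concentration at half of the fitted maximal effect; on the % scale 0 is the no-effect control and ±100 the full control effect; actives lower thioflavin S fluorescence by blocking filaments or displacing dye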
Target sequence (P10636 whole entry, looked up): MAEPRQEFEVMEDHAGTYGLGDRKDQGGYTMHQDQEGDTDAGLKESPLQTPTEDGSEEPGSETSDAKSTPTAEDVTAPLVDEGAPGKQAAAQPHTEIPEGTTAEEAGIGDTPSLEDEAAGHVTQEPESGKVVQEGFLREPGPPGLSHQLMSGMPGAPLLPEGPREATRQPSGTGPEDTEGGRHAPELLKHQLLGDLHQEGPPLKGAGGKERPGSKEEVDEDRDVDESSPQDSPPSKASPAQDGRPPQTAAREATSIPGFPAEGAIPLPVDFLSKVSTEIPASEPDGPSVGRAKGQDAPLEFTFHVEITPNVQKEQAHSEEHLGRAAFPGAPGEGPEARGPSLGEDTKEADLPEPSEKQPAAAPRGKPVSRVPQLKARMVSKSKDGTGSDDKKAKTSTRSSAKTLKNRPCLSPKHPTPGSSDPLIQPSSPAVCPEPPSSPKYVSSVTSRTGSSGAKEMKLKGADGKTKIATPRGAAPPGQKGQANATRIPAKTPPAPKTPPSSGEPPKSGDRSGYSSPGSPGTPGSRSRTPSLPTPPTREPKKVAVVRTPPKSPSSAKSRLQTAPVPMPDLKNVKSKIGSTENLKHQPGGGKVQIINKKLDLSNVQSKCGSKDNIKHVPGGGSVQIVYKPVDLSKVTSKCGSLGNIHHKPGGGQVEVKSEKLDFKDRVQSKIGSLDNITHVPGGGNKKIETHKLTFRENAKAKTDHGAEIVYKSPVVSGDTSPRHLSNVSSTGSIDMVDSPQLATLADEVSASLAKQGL
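His-tagged recombinant human tau (exons 2, 3, 10; 1 uM final) fibrillized with 30 uM sodium octadecylsulfate, 15 h at 37 C, in pH 7.4 HEPES buffer with 10 uM thioflavine S and 5 mM DTT. Reduced ThS fluorescence (450/510 nm) marks activity.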
Casp7 inh: allosteric or competitive inhibitors of human caspase-7; Potency, µM (highest dose often 57.5 µM), for the others: at the top dose activity change, negative = inhibition, most hits filed as inhibitors; 0.02% of 75,000 active; AID 889; recombinant caspase-7, Ac-DEVD-AFC fluorescence rate; P55210; active means well fitted inhibition curve with a large enough effect in the main read-out, with a control signal flat, not every such curve was filed as active; inconclusive means small, poorly fitted or top-dose-only effect, or a change in a side signal; further: potency means the concentration at half of the fitted maximal effect; % of control where 0% means no effect
Rhodamine fluor: compound fluoresces in the rhodamine spectral region; 0.05% of 59,000 active; AID 594; max dye-equivalent concentration, M; Rhodamine-region fluorescence, 547/598 nm, Tris buffer; stronger effect = higher value; in the data active means max dye-equivalent concentration above about 11 nM; inconclusive means between about 1.1 nM and that limit
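qHTS spectral profiling of compounds without any target or enzyme present, in pH 8.0 Tris buffer; plates were read after a 15-minute room-temperature incubation using the rhodamine-region filter set.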
Caspase-1 inhib: allosteric or competitive inhibitors of human caspase-1. P29466. Caspase-1 enzyme, Ac-WEHD-AFC fluorogenic rate. AID 900. Potency, µM (top dose mostly 57.5 µM), for inactives: at the highest dose activity change, negative = inhibition, hits mostly inhibitors. 0.03% of 75,000 active;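 further: potency means the concentration at half of the fitted maximal effect; plate controls were vehicle for no effect and no substrate for full effect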
Target sequence (P29466 120-297 limits assumed): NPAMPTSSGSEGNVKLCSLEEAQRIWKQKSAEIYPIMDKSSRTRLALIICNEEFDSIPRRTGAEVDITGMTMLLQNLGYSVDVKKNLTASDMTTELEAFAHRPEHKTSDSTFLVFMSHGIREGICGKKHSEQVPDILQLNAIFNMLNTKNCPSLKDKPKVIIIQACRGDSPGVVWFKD
Target sequence (P29466 317-404 limits assumed): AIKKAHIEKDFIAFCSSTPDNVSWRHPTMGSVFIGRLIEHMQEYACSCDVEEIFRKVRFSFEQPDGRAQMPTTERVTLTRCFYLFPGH
FLuc inh: inhibitors of firefly luciferase; P08659; purified firefly luciferase, luminescence, 8 min; Potency, µM (titrated, usually from 57.1 µM), inactives show at the top dose activity change, negative = inhibition, actives largely listed as inhibitors; 2.2% of 72,000 active; further: potency means the concentration at half of the fitted maximal effect; on the % scale 0 is the no-effect control and ±100 the full control effect; nearly all actives have a fitted effect of over 40% in size
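qHTS concentration-response profiling: light output of P. pyralis luciferase with luciferin and 10 uM ATP, imidazole buffer pH 7.2. Read by luminescence after 8-min room-temperature incubation.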
A350 fluor: compounds fluorescent in Alexa 350 spectral region; max dye-equivalent concentration, M; 11% of 59,000 active; Compound autofluorescence, 340/450 nm, Alexa 350 dye-equivalents; stronger effect = higher value; in the data active means max dye-equivalent concentration above about 10 nM; inconclusive means mostly about 1.1 nM to 9.6 nM
4-MU autofl: compounds fluorescent in 4-MU spectral region. compound autofluorescence, 340/450 nm, 4-MU equivalents; stronger effect = higher value. max dye-equivalent concentration, M. 11% of 59,000 active. AID 589; in the data active means max dye-equivalent concentration above about 10 nM; inconclusive means mostly about 1.1 nM to 9.6 nM
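Intrinsic fluorescence at 340/450 nm (ex/em) was read after 15 min at room temperature in pH 8.0, 100 mM Tris. Each compound concentration expressed as 4-MU-equivalent concentration from a six-point 4-MU standard series on each plate.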
Fluorescein autfl: fluorescein region autofluorescence; max fluorescein-equivalent concentration, M; AID 593; 0.91% of 59,000 active; Compound autofluorescence, 480/540 nm, fluorescein-equivalent; stronger effect = higher value; in the data active means max fluorescein-equivalent concentration above about 10 nM; inconclusive means between about 1.1 nM and that limit
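Fluorescein stocks ranging 3 mM down to 300 nM, plus DMSO blanks, were pinned alongside compounds to build a per-plate standard curve. Buffer: 100 mM Tris, pH 8.0. Incubation 15 min, room temperature; filters 480/540 nm.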
An asterisk follows results filed as active; [ ] = remark or other dose. Unless noted, the call rests on the fitted dose curve; in most records, active means well fitted curve in the direction sought with a large enough effect; inconclusive means small, poorly fitted or top-dose-only effect, or another doubt; inactive means no such curve, though single readings can be large; an effect the other way counts as inactive or inconclusive. The list is partial; the hit share may differ from the screen's.

What do the screens show for `COc1ccccc1N(C(=O)CNS(=O)(=O)c1ccccc1)C(C(=O)NCc1ccco1)C(C)C` (stereo not given)?
HEK293 cAMP ctrl: inconclusive; Texas Red fluor: inconclusive; ERK AVP inh: 15.2%; Tau filament bind: -5.3%; Casp7 inh: 6.4%; Rhodamine fluor: inactive; Caspase-1 inhib: 0.3%; FLuc inh: -38.3%; A350 fluor: inactive; 4-MU autofl: inactive; Fluorescein autfl: inconclusive

Results for O=C(O)c1ccc(Cl)c(NC(=O)C2CCCN2S(=O)(=O)c2cccc3nsnc23)c1 (stereo not given) ?
HEK293 cAMP ctrl: 0.9%; Texas Red fluor: inactive; ERK AVP inh: 21.6%; Tau filament bind: -6.3%; Casp7 inh: 0.7%; Rhodamine fluor: inactive; Caspase-1 inhib: 0.1%; FLuc inh: 0.2%; A350 fluor: 3.47e-08M*; 4-MU autofl: 3.19e-08M*; Fluorescein autfl: inconclusive

What do the screens show for `Cc1csc(NC(=O)CSc2ncnc3c2cnn3-c2ccccc2Cl)n1`?
HEK293 cAMP ctrl: 27.6%; Texas Red fluor: inactive; ERK AVP inh: inconclusive; Tau filament bind: -4.8%; Casp7 inh: 1.9%; Rhodamine fluor: inactive; Caspase-1 inhib: -2.5%; FLuc inh: 0.0%; A350 fluor: inactive; 4-MU autofl: inactive; Fluorescein autfl: inactive

Results for CC(C)C(=O)N(Cc1cc2ccccc2[nH]c1=O)C(C)(C)C ?
HEK293 cAMP ctrl: 3.2%; Texas Red fluor: inconclusive; ERK AVP inh: -10.7%; Tau filament bind: 17.3%; Casp7 inh: 0.4%; Rhodamine fluor: inactive; Caspase-1 inhib: -0.6%; FLuc inh: 2.3%; A350 fluor: inactive; 4-MU autofl: inactive; Fluorescein autfl: inactive

How did O=S(=O)(Nc1ccc2nc(-c3ccco3)[nH]c2c1)c1ccccc1 do in these assays?
HEK293 cAMP ctrl: inconclusive; Texas Red fluor: inactive; ERK AVP inh: inconclusive; Tau filament bind: -9.7%; Casp7 inh: -15.1%; Rhodamine fluor: inactive; Caspase-1 inhib: -5.3%; FLuc inh: -21.0%; A350 fluor: inconclusive; 4-MU autofl: inconclusive; Fluorescein autfl: inactive

What do the screens show for `Cc1cccc(C)c1NC(=O)C(c1cccs1)N(Cc1ccco1)C(=O)Cn1nnc2ccccc21` (stereo not given)?
HEK293 cAMP ctrl: 15.8µM*; Texas Red fluor: inconclusive; ERK AVP inh: -13.2%; Tau filament bind: 34.1%; Casp7 inh: -0.9%; Rhodamine fluor: inactive; Caspase-1 inhib: -2.2%; FLuc inh: -0.6%; A350 fluor: inactive; 4-MU autofl: inactive; Fluorescein autfl: inactive

What do the screens show for `CCSC1=C(C#N)C(c2ccccc2C)CC(=O)N1` (stereo not given)?
HEK293 cAMP ctrl: -3.0%; Texas Red fluor: inactive; ERK AVP inh: 5.7%; Tau filament bind: 2.7%; Casp7 inh: 0.5%; Rhodamine fluor: inactive; Caspase-1 inhib: -1.1%; FLuc inh: 7.3%; A350 fluor: inactive; 4-MU autofl: inactive; Fluorescein autfl: inactive

How did O=C(Nc1nc(-c2ccccc2)cs1)C1CCCN(S(=O)(=O)c2ccccc2)C1 (stereo not given) do in these assays?
HEK293 cAMP ctrl: -6.6%; Texas Red fluor: inactive; ERK AVP inh: -13.4%; Tau filament bind: 52.6%; Casp7 inh: 0.2%; Rhodamine fluor: inactive; Caspase-1 inhib: -1.9%; FLuc inh: 3.0%; A350 fluor: inactive; 4-MU autofl: inactive; Fluorescein autfl: inactive

How did Cc1cc(Nc2ccccc2)n(C(=O)c2ccc(N)cc2)n1 do in these assays?
HEK293 cAMP ctrl: -3.8%; Texas Red fluor: inconclusive; ERK AVP inh: -29.5%; Tau filament bind: -20.1%; Casp7 inh: -2.7%; Rhodamine fluor: inactive; Caspase-1 inhib: -1.8%; FLuc inh: -17.0%; A350 fluor: inactive; 4-MU autofl: inactive; Fluorescein autfl: inactive

Results for CN1C(=O)C2(C(C#N)=C(N)Oc3c2oc(CO)cc3=O)c2ccccc21 (stereo not given) ?
HEK293 cAMP ctrl: -0.5%; Texas Red fluor: inactive; ERK AVP inh: -6.6%; Tau filament bind: 1.7%; Casp7 inh: -1.3%; Rhodamine fluor: inactive; Caspase-1 inhib: 0.9%; FLuc inh: 1.8%; A350 fluor: inactive; 4-MU autofl: inactive; Fluorescein autfl: inactive

Results for CC(OC(=O)CCCN1C(=O)c2ccccc2C1=O)C(=O)Nc1ncc(Cl)cc1Cl (stereo not given) ?
HEK293 cAMP ctrl: 17.8%; Texas Red fluor: inactive; ERK AVP inh: 8.9%; Tau filament bind: -0.8%; Casp7 inh: -0.5%; Rhodamine fluor: inactive; Caspase-1 inhib: 1.4%; FLuc inh: 1.6%; A350 fluor: inconclusive; 4-MU autofl: inconclusive; Fluorescein autfl: inactive

What do the screens show for `C/C(O)=C(/C#N)c1nc2ccccc2[nH]1`?
HEK293 cAMP ctrl: 11.7%; Texas Red fluor: inactive; ERK AVP inh: -4.0%; Tau filament bind: -5.1%; Casp7 inh: -0.5%; Rhodamine fluor: inactive; Caspase-1 inhib: -0.2%; FLuc inh: -0.9%; A350 fluor: inactive; 4-MU autofl: inactive; Fluorescein autfl: inconclusive

Results for CCCn1c(C)nc2c(NCCCN(CC)CC)nc(C)nc21 ?
HEK293 cAMP ctrl: -5.3%; ERK AVP inh: 1.5%; Tau filament bind: -3.3%; Casp7 inh: 1.2%; Caspase-1 inhib: 1.9%

Results for CC1(NC(=O)C23CC4CC(CC(C4)C2)C3)CCS(=O)(=O)C1 (stereo not given) ?
HEK293 cAMP ctrl: 2.5%; Texas Red fluor: inactive; ERK AVP inh: -3.0%; Tau filament bind: -8.6%; Casp7 inh: -0.3%; Rhodamine fluor: inactive; Caspase-1 inhib: -3.4%; FLuc inh: 1.8%; A350 fluor: inactive; 4-MU autofl: inactive; Fluorescein autfl: inconclusive

What do the screens show for `CCOC(=O)c1sc(NC(=O)CSc2nnnn2-c2ccc(C)cc2C)nc1C`?
HEK293 cAMP ctrl: 25.1µM*; Texas Red fluor: inactive; ERK AVP inh: -7.2%; Tau filament bind: -4.6%; Casp7 inh: 0.4%; Rhodamine fluor: inactive; Caspase-1 inhib: -2.3%; FLuc inh: 1.7%; A350 fluor: inactive; 4-MU autofl: inactive; Fluorescein autfl: inactive

Results for Cn1c(C2=C(O)CN(c3ccc4c(c3)OCCO4)C2=N)nc2ccccc21 ?
HEK293 cAMP ctrl: -4.6%; Texas Red fluor: inactive; ERK AVP inh: -25.6%; Tau filament bind: -4.9%; Casp7 inh: 0.2%; Rhodamine fluor: inactive; Caspase-1 inhib: -5.0%; FLuc inh: -5.6%; A350 fluor: inactive; 4-MU autofl: inactive; Fluorescein autfl: inactive

Results for Cc1ccc(NC(=O)NC(=O)CN2C(=O)NC3(CCc4ccccc43)C2=O)c(C)c1 (stereo not given) ?
HEK293 cAMP ctrl: 13.4%; Texas Red fluor: inactive; ERK AVP inh: inconclusive; Tau filament bind: 3.2%; Casp7 inh: -9.8%; Rhodamine fluor: inactive; Caspase-1 inhib: -2.9%; FLuc inh: 4.7%; A350 fluor: inactive; 4-MU autofl: inactive; Fluorescein autfl: inconclusive

Results for COC(=O)C(CC(=O)Nc1cc(C)ccc1C)Nc1ccccc1OC (stereo not given) ?
HEK293 cAMP ctrl: 9.0%; Texas Red fluor: inconclusive; ERK AVP inh: 5.6%; Tau filament bind: -1.3%; Casp7 inh: -0.8%; Rhodamine fluor: inactive; Caspase-1 inhib: -0.5%; FLuc inh: -0.5%; A350 fluor: inactive; 4-MU autofl: inactive; Fluorescein autfl: inactive

How did COc1ccc(Cn2nnnc2C(c2ccccc2OC)N2CCC(C(N)=O)CC2)cc1 (stereo not given) do in these assays?
HEK293 cAMP ctrl: 24.2%; Texas Red fluor: inconclusive; ERK AVP inh: -4.0%; Tau filament bind: 3.1%; Casp7 inh: 1.7%; Rhodamine fluor: inactive; Caspase-1 inhib: -0.9%; FLuc inh: 3.6%; A350 fluor: 1.15e-05M*; 4-MU autofl: 1.08e-05M*; Fluorescein autfl: inconclusive

How did O=C(Cc1ccc(-n2cccc2)cc1)NC1CCCCC1 do in these assays?
HEK293 cAMP ctrl: 3.9%; Texas Red fluor: inactive; ERK AVP inh: -10.7%; Tau filament bind: -4.1%; Casp7 inh: -4.3%; Rhodamine fluor: inactive; Caspase-1 inhib: -0.4%; FLuc inh: 2.2%; A350 fluor: inactive; 4-MU autofl: inactive; Fluorescein autfl: inactive

What do the screens show for `O=c1nc2n(c3c1oc1ccccc13)Cc1ccccc1-2`?
HEK293 cAMP ctrl: -4.2%; Texas Red fluor: inactive; ERK AVP inh: 8.5%; Tau filament bind: -3.9%; Casp7 inh: -0.3%; Rhodamine fluor: inactive; Caspase-1 inhib: -1.2%; FLuc inh: 1.8%; A350 fluor: inactive; 4-MU autofl: inactive; Fluorescein autfl: inactive

How did Cc1nc(N2CCOCC2)c2nc(-c3ccccc3)n(CCN3CCCC3)c2n1 do in these assays?
HEK293 cAMP ctrl: inconclusive; ERK AVP inh: 0.6%; Tau filament bind: 9.2%; Casp7 inh: 0.1%; Caspase-1 inhib: 2.0%

How did CC(C)CN1CCCC2(CCN(C(=O)c3cnccn3)CC2)C1 do in these assays?
HEK293 cAMP ctrl: 3.6%; Texas Red fluor: inactive; ERK AVP inh: 9.7%; Tau filament bind: 0.4%; Casp7 inh: -1.2%; Rhodamine fluor: inactive; Caspase-1 inhib: -2.6%; FLuc inh: 0.4%[11.4 µM]; A350 fluor: inactive; 4-MU autofl: inactive; Fluorescein autfl: inactive

Compound activity: PubChem, National Center for Advancing Translational Sciences (NCATS)
